High-throughput results from PubChem.
MKP-3 inhibition = inhibition of rat DUSP6 enzyme activity – biochemical, in vitro, primary screen (AID 425); actives 0.17% (n = 110,000); inhibition, % at 20 µM, or IC50 in µM where a hit was titrated; recombinant MKP-3 phosphatase activity, fluorescence; higher % means a stronger effect; in the data active means inhibition above about 50%;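 further: plate controls were vehicle for no effect and reference inhibitor for full effect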
Hsp70 inhibitors = small molecules displacing fluorescent ligand from Hsp70 – biochemical, fluorescence polarization, primary screen (AID 583); actives 0.06% (n = 140,000); Hsp70 fluorescence polarization probe displacement, mP; higher % means a stronger effect; one-dose displacement, % at 20 µM; IC50 in µM for titrated hits; in the data active means displacement above about 50%;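 further: plate controls were vehicle for no effect and reference ligand for full effect; a part of the inactive calls stands beside numbers as strong as those of hits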
An asterisk follows results filed as active; . = not tested or not shown; & = joins results of further samples. Only part of the results is shown (hit frequency here may not be typical).

SMILES | MKP-3 inhibition | Hsp70 inhibitors
O=C(NCc1ccc(Cl)cc1)C1CCCN1S(=O)(=O)c1ccc(Cl)cc1 (configuration not stated) | 2% | -3.8%
Cn1c(N2CCN(C(=O)NC34CC5CC(CC(C5)C3)C4)CC2)nc2ccccc21 | . | 5.5%
Cc1ccc2c(c1)NC(=O)C(CC(=O)NCCCN1CCCCC1C)O2 (configuration not stated) | -5% | 2.3%
CCOc1ccc(NC(=O)CSc2nnc(Cn3cnc4ccccc43)n2C)cc1 | . | 0.1%
Cc1cc(C)cc(NC(=O)C2CC3CCC2C3)c1 (configuration not stated) | 3% | 3.3%
CCC(=O)Nc1sc2c(c1C(=O)Nc1ccc(Cl)cc1)CCC2 | 1% | 3.5%
COCCNc1cc(C)nc2c(-c3ccccc3OC)c(C)nn12 | -3% | -0.4%
CC(=O)N1N=C(c2ccc(C)cc2)OC1c1ccc(C)cc1 (configuration not stated) | . | -4.0%
CCCCc1ccc(NC(=O)CSCc2cc(=O)[nH][nH]2)cc1 | . | -5.0%
O=C(CN1CCC(n2nnc3cc(F)ccc32)CC1)NCc1ccco1 | -3% | 6.6%
CCc1c(C)nc2ncnn2c1N1CCC(C(=O)NCc2ccc3c(c2)OCO3)CC1 | -6% | -1.4%
CCOCCn1c(SCc2ccc(C)cc2)nc2c1c(=O)[nH]c(=O)n2C | 4% | 1.6%
Cc1ccc(CNC(=O)C2CCCN(S(=O)(=O)c3c(C)n[nH]c3C)C2)cc1 (configuration not stated) | . | -1.1%
CCOc1ccc(N2C(=O)C=CC2=O)c([N+](=O)[O-])c1 | 2% | 0.2%
COc1ccc(NC(=O)CSc2nnc(-c3ccccn3)n2N)cc1Cl | 3% | -4.5%
O=C(N/N=C/c1ccc(F)cc1)c1cc(-c2ccc3ccccc3c2)n[nH]1 | 6% | -2.4%
COc1ccccc1NC(=O)C1=C(C)NC2=C(C(=O)CC(C)(C)C2)C1c1ccc2c(c1)OCO2 (configuration not stated) | 0% | 1.5%
c1csc(-c2nnc(-c3ccc(N4CCOCC4)cc3)o2)c1 | -6% | -7.8%
OCCN1CCOCCN(CCO)CCOCC1 | -11% | -0.6%
Cc1ccc(Cl)cc1NC(=O)c1cccc(N(C)C)c1 | 1% | -7.8%
Cn1c(=O)c2c(nc(CN3CCOCC3)n2CCCO)n(C)c1=O | -5% | -1.0%
CCN(CC)C(=O)COC(=O)c1cc(-c2ccc(OC)cc2)nc2ccccc12 | . | 5.4%
C=CCn1c(SCc2c(F)c(F)c(F)c(F)c2F)nc(O)cc1=O | -4% | 6.3%
O=C(O)c1cc(-c2ccccc2Cl)nc2ccccc12 | 0% | 3.8%
CCOC(=O)c1cc(NC(=O)c2ccoc2C)cc(C(=O)OCC)c1 | -10% | -1.6%
CC(C)c1ccc2oc(-c3ccc(N)cc3)nc2c1 | -5% | 5.3%
N#Cc1cccc(NC(=O)CCC(=O)O)c1 | 2% | 5.2%
Cc1nn2c(C(F)(F)F)cc(-c3ccc(Cl)cc3)nc2c1C(=O)N1CCOCC1 | -10% | -0.9%
CCN(CC)c1ccc(C=Nc2ccc(C#N)cc2)c(O)c1 | -15% | -18%
CS(=O)(=O)N(Cc1ccccc1F)c1ccccc1 | . | -1.9%
N#Cc1c(N)[nH]c(=S)c(C#N)c1-c1cccc(O)c1 | 0% | 0.3%
CC(C)(C)Cc1ccc(C2C(=O)c3ccccc3C2=O)cc1 | -2% | -0.3%
Cc1ccc(NC(=O)c2cc(I)ccc2Cl)cc1 | 3% | 2.0%
CCc1nc(C)ccc1OCC(=O)O | -5% | -2.2%
CCOc1ccccc1NC(=O)COc1ccc2ccccc2c1 | 4% | 3.1%
Cc1ccc(CCCOC(=O)C[N+]2(C)CCOCC2)cc1 | . | -0.1%
CCC(=O)N1c2ccccc2C(N(C(C)=O)c2ccccc2)CC1C (configuration not stated) | . | -1.1%
CCOC(=O)CSc1nnc(CNC(=O)c2ccco2)n1C | 7% | 0.3%
Cc1ccc(S(=O)(=O)Oc2cccc(/C=C3/SC(=S)N(C)C3=O)c2)cc1 | 0% | 2.7%
CCN1CCCC1CNS(=O)(=O)c1ccc(C(=O)Nc2ccccc2)cc1 (configuration not stated) | -6% | 1.2%
O=C1N=c2ccc(Br)cc2=C1c1sc(=S)n(Cc2ccco2)c1O | 1% | -0.3%
CCOc1ccc(N2C(=O)NC(Cc3c[nH]c4ccccc34)C2=O)cc1 (configuration not stated) | -6% | 0.1%
O=C(O)C1C2CCC(C2)C1C(=O)Nc1cc(F)ccc1F (configuration not stated) | -9% | -3.6%
COc1ccc(NC(=O)CSc2nnc(Cc3cccn3C)n2-c2ccc(F)cc2)cc1OC | 0% | -0.7%
Cc1sc2nc(SCC(=O)NCCCN3CCOCC3)[nH]c(=O)c2c1C | -1% | -2.7%
CCN(CC)C(=O)C(C)N(C#N)c1nc(SC)nc(N(C)C)n1 (configuration not stated) | -8% | 1.0%
COc1ccc(N(C)C(=O)Nc2ccc3c(c2)nnn3C)cc1 | -18% | .
COc1ccccc1OCCCn1c(=O)oc2ccc(C)cc21 | -6% | -1.7%
COc1cc([N+](=O)[O-])cc(/C=C2\C(=O)NC(=O)N(c3ccc(Cl)cc3)C2=O)c1O | 4% | -1.4%
CCNC(=O)C(=O)Nc1ccc(OC)c(Cl)c1 | -3% | 3.7%
(continued)
SMILES | MKP-3 inhibition | Hsp70 inhibitors
Cc1ccc(-c2ccc(OC(=O)CCN3C(=O)c4ccccc4C3=O)cc2)cc1 | 0% | 0.2%
O=C(c1cccc(Nc2nc(-c3ccccc3)c3cc(Br)ccc3n2)c1)N1CCOCC1 | 0% | 1.3%
CCNc1nnc(CSc2nc3ccccc3s2)s1 | . | -4.0%
O=[N+]([O-])c1ccc(/C=N/Nc2nc(N3CCCC3)nc(N3CCCC3)n2)o1 | . | 3.9%
Cc1cc(C)n2c3c(c(C#N)c2n1)CCCC3 | -5% | -3.0%
C=CCn1c(CSc2nc3ccccc3s2)nnc1SCC(=O)OCC | -8% | -6.5%
COc1ccc(NC(=O)C(=O)N/N=C/c2ccc(O)c(OC)c2)cc1 | -1% | -3.9%
CCCOc1ccc(CSc2nnc(CCC)n2N)cc1 | -7% | -4.4%
CCOC(=O)c1ccc(-n2c(C)cc(/C=C3\NC(=S)NC3=O)c2C)cc1 | 2% | -3.4%
O=C(Nc1c(C(=O)N2CCOCC2)cnn1-c1ccccc1Cl)c1ccco1 | -7% | -3.7%
COc1cccc2cc(C(=O)N3CCC(C)CC3)c(=O)oc12 | 0% | 3.5%
COC(=O)C1=C(N)Oc2cc(C)n(CC3CCCO3)c(=O)c2C1c1ccc(Cl)cc1 (configuration not stated) | -11% | -5.2%
COc1cccc(NC(=O)Cn2cnc3sc(C)c(S(=O)(=O)N4CCCCC4)c3c2=O)c1 | . | 0.5%
C=CCN(CC=C)c1nc2ccccc2nc1C(C#N)C(=O)OCCOC (configuration not stated) | 3% | 11%
C=CCn1c(N)cc(=O)nc1SCC(=O)NC(C)c1ccccc1 (configuration not stated) | -9% | 3.5%
COC(=O)CSc1nnc2n(-c3ccc(OC)cc3)c(=O)c3c4c(sc3n12)CCCCC4 | 4% | -5.2%
COc1ccc(OC)c(C2C(C(C)=O)=C(O)C(=O)N2CCc2ccc(OC)c(OC)c2)c1 (configuration not stated) | . | 0.4%
O=C(/C=C/c1ccccc1)Nc1nnc(-c2ccncc2)s1 | 2% | -0.9%
O=C(Nc1ccc2c(c1)OCO2)c1ccc(Br)o1 | . | 2.3%
Cc1ccc(Cn2nnc(C(=O)Nc3cc(C)ccc3C)c2N)cc1 | . | -8.7%
CC(=O)N1C(=O)C2(C(C#N)=C(N)Oc3cc(C)oc(=O)c32)c2ccccc21 (configuration not stated) | -4% | 2.0%
COc1ccc2c(c1)c(C(=O)CN1CCOCC1)c(C)n2C | -2% | 5.7%
CCN(CC)CCNc1nc2nonc2nc1NCCN(CC)CC | -2% | 4.4%
CC(=O)Oc1ccc(-c2cccc(C(=O)Oc3ccccc3)c2)cc1 | 1% | -2.2%&2.3%
COC(=O)c1c(NC(=O)C2CCCCC2C(=O)O)sc2c1CCC(c1ccccc1)C2 (configuration not stated) | 1% | 1.3%
CCN(CC)S(=O)(=O)c1ccc(C(=O)Nc2c3c(nn2C(C)(C)C)CS(=O)(=O)C3)cc1 | -11% | 7.0%
CCOC(=O)c1c(C)[nH]c(C(=O)COC(=O)c2oc3ccc(OC)cc3c2C)c1C | -8% | -2.5%
COc1ccc(N(CC(=O)Nc2ccc(C)cc2)S(C)(=O)=O)cc1 | -3% | 0.8%
O=C(CN1CCCCCC1=O)OCc1ncc(-c2ccccc2)o1 | -6% | 0.1%
COC(=O)COc1ccc(S(=O)(=O)NCC2CCCO2)cc1Cl (configuration not stated) | -15% | 1.6%
COc1cc(C2C3C(=O)N(c4ccc(F)cc4)C(=O)C3ON2c2ccccc2)ccc1O (configuration not stated) | -3% | 0.7%
O=C(NC(NC(=S)Nc1ccc(Cl)cc1)C(Cl)(Cl)Cl)c1ccccc1F (configuration not stated) | -1% | -3.1%
COc1ccc(C(=O)C(CO)Oc2ccccc2OC)cc1OC (configuration not stated) | 4% | -6.4%
Cc1cccc(C(=O)Nc2ccccc2)c1 | 0% | 0.6%
CCc1ccc(CN2CCN(Cc3cccc(OC)c3OC)CC2)cc1 | 4% | 3.9%
O=C(O)C1CCN(C(=O)c2ccc(Cl)cc2)CC1 | . | -3.4%
COc1ccc(-c2nc(C#N)c(N3CC(C)OC(C)C3)o2)cc1OC (configuration not stated) | -1% | 2.0%
Cc1ccc(-c2nc(=S)c3c(n2CC2CCCO2)CC(C)(C)OC3)cc1 (configuration not stated) | . | -0.5%
COc1ccc2c(c1OC)C(=O)OC2CC(=O)c1ccc(O)c(O)c1 (configuration not stated) | . | 15%
CCC(=O)N1CCN(c2ccc([N+](=O)[O-])cc2)CC1 | 0% | 0.1%
Cc1ccc(N2C(=O)c3cccnc3C2=O)cc1C | 3% | -3.4%
COc1ccc(C2C(C(=O)OC(C)C)=C(C)N=c3s/c(=C\c4cc(OC)ccc4OC)c(=O)n32)cc1 (configuration not stated) | -6% | 0.8%
CC1=NN(C(N)=S)C2(O)CC3C(C12)C3(C)C (configuration not stated) | 3% | -1.4%
COc1ccc(CNC(=O)C2CCN(S(=O)(=O)c3c(C)n[nH]c3C)CC2)cc1 | -9% | 4.3%
CC1(C)CC(=O)C2=C(C1)Nc1ccccc1N(C(=O)c1ccc(Cl)cc1)C2c1ccccn1 (configuration not stated) | 2% | -3.8%
Cc1ccc(C)c(N(C(=O)CCC(=O)Nc2cc(C)on2)C(C(=O)NC2CCCC2)c2ccco2)c1 (configuration not stated) | -3% | 1.5%
COc1ccc(C(=O)Nc2nc(-c3cccs3)cs2)cc1 | -15% | -3.7%
NC(=O)c1ccc(C2SCC(=O)N2Cc2ccccc2)cc1 (configuration not stated) | -4% | -0.2%
COC(=O)c1ccc(C(=O)OC)c(NC(=O)Nc2ccc(Cl)c(Cl)c2)c1 | 0% | 2.6%
CCn1c(SCC(=O)Nc2nc(C)c(C)s2)nnc1-c1cccnc1 | -8% | 5.5%
The results go on.
SMILES | MKP-3 inhibition | Hsp70 inhibitors
CC1CCCCC1NS(=O)(=O)c1ccc(-n2cnnn2)cc1 (configuration not stated) | -17% | 1.0%
COc1ccc(C(CNC(=O)COc2ccccc2C#N)N2CCOCC2)cc1 (configuration not stated) | 4% | 0.7%
Cc1ccccc1NC(=O)/C=C/c1ccc(F)cc1 | -3% | -0.7%
CCCNC(=O)Cn1cccc1C(=O)c1ccccc1 | 1% | -1.4%
NC(N)=NS(=O)(=O)c1ccc(NC(=O)c2cccc([N+](=O)[O-])c2)cc1 | 2% | -2.2%
COc1ccccc1CNC(=O)Cc1ccc(Cl)cc1 | 0% | -1.8%
COc1cc(NC(=O)c2cc3nc(-c4ccccc4)cc(C)n3n2)c(OC)cc1Cl | 11% | 3.8%
Cc1ccc(-n2c(SCC(=O)NCc3ccco3)nnc2-c2cccnc2)cc1 | . | 0.1%
Cc1ccc2c(Cl)c(C(=O)N3CCc4ccccc4C3)sc2c1 | 5% | -0.9%

In the list so far, these contain an aryl thioether with sulfur outside any ring.
SMILES | MKP-3 inhibition | Hsp70 inhibitors
CCOc1ccc(NC(=O)CSc2nnc(Cn3cnc4ccccc43)n2C)cc1 | . | 0.1%
CCOCCn1c(SCc2ccc(C)cc2)nc2c1c(=O)[nH]c(=O)n2C | 4% | 1.6%
COc1ccc(NC(=O)CSc2nnc(-c3ccccn3)n2N)cc1Cl | 3% | -4.5%
C=CCn1c(SCc2c(F)c(F)c(F)c(F)c2F)nc(O)cc1=O | -4% | 6.3%
CCOC(=O)CSc1nnc(CNC(=O)c2ccco2)n1C | 7% | 0.3%
COc1ccc(NC(=O)CSc2nnc(Cc3cccn3C)n2-c2ccc(F)cc2)cc1OC | 0% | -0.7%
Cc1sc2nc(SCC(=O)NCCCN3CCOCC3)[nH]c(=O)c2c1C | -1% | -2.7%
CCN(CC)C(=O)C(C)N(C#N)c1nc(SC)nc(N(C)C)n1 (configuration not stated) | -8% | 1.0%
CCNc1nnc(CSc2nc3ccccc3s2)s1 | . | -4.0%
C=CCn1c(CSc2nc3ccccc3s2)nnc1SCC(=O)OCC | -8% | -6.5%
CCCOc1ccc(CSc2nnc(CCC)n2N)cc1 | -7% | -4.4%
C=CCn1c(N)cc(=O)nc1SCC(=O)NC(C)c1ccccc1 (configuration not stated) | -9% | 3.5%
COC(=O)CSc1nnc2n(-c3ccc(OC)cc3)c(=O)c3c4c(sc3n12)CCCCC4 | 4% | -5.2%
CCn1c(SCC(=O)Nc2nc(C)c(C)s2)nnc1-c1cccnc1 | -8% | 5.5%
Cc1ccc(-n2c(SCC(=O)NCc3ccco3)nnc2-c2cccnc2)cc1 | . | 0.1%
